Screening data as filed in PubChem BioAssay.
Tb PFK inh: qHTS Assay to Find Inhibitors of T. brucei phosphofructokinase; actives 0.17% (n = 330,000); ATP-dependent 6-phosphofructokinase (Trypanosoma brucei brucei), O15648; T. brucei PFK, ADP-Glo luminescence; Potency, µM (series often up to 57.5 µM), without a hit: at the highest dose activity, negative = inhibition, actives largely listed as inhibitors;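 note: potency is the fitted concentration of half-maximal effect; 0% = uninhibited 1x PFK enzyme wells and -100% = no-enzyme wells; nearly all actives have a fitted effect of over 60% in size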
Target sequence (O15648 whole entry, looked up): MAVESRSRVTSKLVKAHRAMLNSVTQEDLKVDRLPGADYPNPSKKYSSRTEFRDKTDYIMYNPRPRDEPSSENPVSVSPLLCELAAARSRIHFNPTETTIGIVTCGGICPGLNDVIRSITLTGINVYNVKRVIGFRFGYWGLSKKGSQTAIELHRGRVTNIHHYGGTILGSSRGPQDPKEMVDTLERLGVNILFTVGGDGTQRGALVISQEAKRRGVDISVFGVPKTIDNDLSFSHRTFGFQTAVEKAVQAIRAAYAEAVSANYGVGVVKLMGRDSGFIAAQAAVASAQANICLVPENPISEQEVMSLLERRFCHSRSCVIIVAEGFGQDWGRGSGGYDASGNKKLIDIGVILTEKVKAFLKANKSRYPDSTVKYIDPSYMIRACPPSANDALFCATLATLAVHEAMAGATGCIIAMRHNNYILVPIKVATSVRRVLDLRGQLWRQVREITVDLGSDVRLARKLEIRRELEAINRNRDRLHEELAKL
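Activity is normalized to no-enzyme wells (full inhibition) and 1.25 nM enzyme wells (no inhibition). Reaction: 0.5 mM F6P, 0.1 mM ATP, 45 min RT, ADP-Glo luminescence; concentration-response curves fitted and classed by quality.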
TCR activator: Activators of T cell receptors: qHTS campaign | primary human leukocytes, anti-CD3, IL-2 HTRF, 48 h | Potency, µM (top dose mostly 9.22 µM), for the others: top-dose activation of IL-2 secretion, usual class: activators | 330,000 tested, under 10 active | AID 504894, 2011; note: % of control where 0% means no effect
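Activity was scored as IL-2 release from primary human leukocytes given only a TCR signal (a-CD3 beads) plus compound for 48 hr. Detection used a two-antibody HTRF format read at 665nm.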
Eya2 phos inh: qHTS Assay for Inhibitors of the Phosphatase Activity of Eya2; AID 488837, 2010; recombinant Eya2, OMFP fluorescence dephosphorylation (OMFP is methylfluorescein phosphate); Protein phosphatase EYA2 (Homo sapiens), O00167; actives 0.006% (n = 330,000); Potency, µM (doses to about 76.9 µM), inactives show at the highest dose activity, negative = inhibition, usual class: inhibitors; note: potency is the fitted concentration of half-maximal effect; % is set by controls: 0 for no effect and ±100 for the full control effect
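Eya2 protein (added as 0.2 uM solution) was preincubated with compound for 10 min at ambient temperature in 50 mM HEPES pH 7.5, 50 mM NaCl, 5 uM MgCl2, 0.05% BSA, 1 mM DTT. OMFP (added at 50 uM) then reacted 10 min; fluorescence read at 485/525 nm.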
Integrin act MD: qHTS for Activators of Integrin-Mediated Alleviation for Muscular Dystrophy; Potency, µM (highest dose often 38.3 µM), for the others: at the top dose activation, most hits filed as activators; actives 0.064% (n = 350,000); alpha7betagal myoblasts, beta-gal FDG fluorescence, 48 h; AID 624291, 2012;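 note: potency is the fitted concentration of half-maximal effect; 100% = response of the positive control SU9516; nearly all actives have a fitted effect of over 60% in size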
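Alpha7betagal+/- myoblasts (passage 13) were plated 16-24 hr, then exposed to compounds (1:260 dilution of DMSO stock) for 48 hours at 37C. After MPER lysis, β-galactosidase reporter activity was read as FDG fluorescence (ex 480/em 540) after 30 minutes.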
ELG1 repair inh: qHTS screen for small molecules that inhibit ELG1-dependent DNA repair in human embryonic kidney (HEK293T) cells expressing luciferase-tagged ELG1; HEK293T ELG1-luciferase reporter, luminescence, 16 h; DNA damage induced by 5-fluorouridine; Potency, µM (series often up to 46.1 µM), without a hit: at the highest dose activity change, negative = inhibition, usual class: inhibitors; actives 2.3% (n = 330,000); AID 504467, 2011; note: potency is the fitted concentration of half-maximal effect; % is set by controls: 0 for no effect and ±100 for the full control effect; nearly all actives have a fitted effect of over 55% in size
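Step one: seed 2,000 cells per well. Step two: pin-transfer compound or DMSO alongside 5-fluorouridine. Step three: incubate 16 hr, 37 °C, 5% CO2. Step four: add ONE-Glo, wait 30 min, read luminescence.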
A-T KAP1 phos: qHTS Assay for Identifying a Potential Treatment of Ataxia-Telangiectasia. […] A-T fibroblasts, KAP-1 phosphorylation AlphaLISA; neocarzinostatin DNA damage 30 min before lysis. Potency, µM (top dose mostly 57.5 µM), inactives show at the top dose activation, most hits filed as activators. actives 0.19% (n = 320,000). AID 485349, 2010; note: potency is the fitted concentration of half-maximal effect; % of control where 0% means no effect; nearly all actives have a fitted effect of over 45% in size
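hTERT-immortalized A-T patient fibroblasts ([…]), 500 cells/well in OPTI-MEM, 1% FBS, got compounds for 60 min, then NCS for 30 min at 37C. Lysates were then assayed for phospho-KAP-1 by AlphaLISA (anti-pKAP1 donor, anti-KAP1 acceptor beads), 6 hr at 25C.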
ASM inhibitor: Inhibitors of Secretory Acid Sphingomyelinase (S-ASM): qHTS; Sphingomyelin phosphodiesterase (Homo sapiens), P17405; placental ASM, HMU-PC fluorogenic substrate, 60 min; Potency, µM (doses to about 57.5 µM), without a hit: at the highest dose activity change, negative = inhibition, actives largely listed as inhibitors; actives 0.006% (n = 340,000); note: potency is the fitted concentration of half-maximal effect
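HMU-PC0 cleavage (9 uM final) by human placental ASM, 60 min at 37 °C following 10 min compound exposure at RT; stopped at pH 10, fluorescence Ex 386/Em 447 nm.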
TSHR antagonist: Antagonists of the Thyroid Stimulating Hormone Receptor: HTS campaign. TSHR-expressing cells, TSH-stimulated cAMP HTRF, 2 h; active compounds read low. activity change, negative = inhibition, % at 11.5 µM. Thyrotropin receptor (Homo sapiens), P16473. actives 0.2% (n = 330,000). AID 504810, 2011;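 active = activity change below a set negative limit, meaning inhibition stronger than a set level, cut at about -70% in these data; inconclusive = activity change between two set negative limits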; note: % is set by controls: 0 for no effect and ±100 for the full control effect
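Inhibition of cAMP made by TSHR-expressing cells under TSH stimulation (4nM final, EC80; 2 h, 37 deg C) is quantified with a one-step lysis HTRF kit, anti-cAMP cryptate versus cAMP-d2.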
Chronic BCR inh: qHTS Assay to Find Inhibitors of Chronic Active B-Cell Receptor Signaling; ABC-DLBCL IkBa-CBG/CBR reporter, luminescence ratio, 4 h; Potency, µM (top dose mostly 46.1 µM), inactives show top-dose ratio change, negative = lower green/red ratio, usual class: inhibitors; actives 0.05% (n = 340,000); active = well fitted inhibition curve with a large enough effect in the signal ratio, with a control signal flat, not every such curve was filed as active; inconclusive = small, poorly fitted or top-dose-only effect, or effect the other way, or a change in a side signal; the % refers to the signal ratio;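 note: potency is the fitted concentration of half-maximal effect; plate controls were basal doxycycline-induced cells for no effect and cells given 10 µM MG132 for full effect; MG132 reads +100%, hits lower the ratio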
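Concentration-response series (up to 46 uM) were applied to TMD8 dual-reporter cells for 4 h at 37C with doxycycline. Green/red ratio, after filter-overlap correction, defined %Activity; red signal alone was normalised to basal cells and zero luminescence.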
TSG101-PTAP inh: qHTS Assay for Iinhibitors of HIV-1 Budding by Blocking the Interaction of PTAP/TSG101 | Tumor susceptibility gene 101 protein (Homo sapiens), Q99816 | Fluorescence polarization, FITC-PTAP peptide / Tsg101 binding | Potency, µM (series often up to 115 µM), inactives show at the highest dose activity change, negative = inhibition, most hits filed as inhibitors | 340,000 tested, under 10 active; active = well fitted inhibition curve with a large enough effect in the main read-out, with a control signal flat, not every such curve was filed as active; inconclusive = small, poorly fitted or top-dose-only effect, or effect the other way, or a change in a side signal; inactive = no such curve, though single readings can be large or run the other way; note: potency is the fitted concentration of half-maximal effect; % of control where 0% means no effect
Target sequence (Q99816 whole entry, looked up): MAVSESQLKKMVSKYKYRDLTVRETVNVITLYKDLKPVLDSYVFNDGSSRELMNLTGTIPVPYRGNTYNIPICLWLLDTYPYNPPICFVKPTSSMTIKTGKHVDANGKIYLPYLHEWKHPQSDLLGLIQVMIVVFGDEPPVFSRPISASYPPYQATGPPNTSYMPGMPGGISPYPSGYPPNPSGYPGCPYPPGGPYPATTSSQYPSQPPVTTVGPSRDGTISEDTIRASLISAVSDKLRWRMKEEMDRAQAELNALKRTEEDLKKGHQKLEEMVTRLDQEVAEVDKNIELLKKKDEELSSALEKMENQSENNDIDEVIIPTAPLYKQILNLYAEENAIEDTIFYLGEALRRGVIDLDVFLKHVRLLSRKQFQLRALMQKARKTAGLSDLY
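FP read-out: FITC-PTAP peptide, 50 nM final, binding Tsg101 binding domain, 10 uM final; 20 min, r.t.; 10 mM HEPES pH 7.5, 0.15 M NaCl, 0.01% Tween 20, 3 mM EDTA, 0.1 mM TCEP.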
Mito fusion act: qHTS Assay for Small Molecule Inhibitors of Mitochondrial Division or Activators of Mitochondrial Fusion; actives 0.23% (n = 320,000); AID 485298, 2010; S. cerevisiae fusion-defective mutant growth rescue, CellTiterGlo 48 h; Potency, µM (doses to about 46.1 µM), for the others: top-dose growth rescue (activation), most hits filed as activators;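 note: potency is the fitted concentration of half-maximal effect; % of control where 0% means no effect; nearly all actives have a fitted effect of over 45% in size; temperature-sensitive fusion mutants such as fzo1-1 at 37 °C on non-fermentable ethanol glycerol medium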
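Growth-rescue viability read-out: after 48 h at the non-permissive 37C in glycerol/ethanol YPEG, yeast mitochondrial fusion mutants are measured by CellTiterGlo luminescence; compounds (23 nl pinned per well) restoring growth score as division inhibitors or fusion activators.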
An asterisk follows results filed as active; i = inactive; ? = inconclusive; . = no result given; [ ] = dose if it differs, or a comment. Unless noted, calls come from the whole dose curve; as a rule, active = well fitted curve in the direction sought with a large enough effect; inconclusive = small, poorly fitted or top-dose-only effect, or another doubt; inactive = no such curve, though single readings can be large; an effect the other way counts as inactive or inconclusive.

SMILES	Tb PFK inh	TCR activator	Eya2 phos inh	Integrin act MD	ELG1 repair inh	A-T KAP1 phos	ASM inhibitor	TSHR antagonist	Chronic BCR inh	TSG101-PTAP inh	Mito fusion act
C=CCOc1ccc(/C=C/C(=O)OCC(=O)NCc2ccco2)cc1	3%	5%	16%	-53%	?	-1%	-1%	-12	7%	-7%	-5%
COCC(C)n1c(COc2ccccc2F)nnc1SCC(=O)Nc1oc(C)c2c(C)n[nH]c(=O)c12 (stereo not drawn)	-2%	-7%	10%	0%	8%	-1%	7%	16	1%	-2%	-4%
O=S(=O)(/N=C(\Nc1ccc(F)cc1)C(F)(F)F)c1ccccc1	-4%	-3%	-2%	21%	22%	8%	6%	10	-1%	-12%	-5%
O=C(C[C@H]1C/C=C\C[C@@H](Cc2ccc(F)cc2)C(=O)O[C@@H](c2ccccc2)CNC1=O)NCCO	-5%	3%	5%	-10%	-26%	6%	4%	-3	1%	-4%	.
O=C(O)c1cn(Cc2cccnc2)c(=O)c2ccccc12	0%	.	3%	.	7%	3%	.	2	-16%	.	8%
Cc1cc(C)nc(SCc2nc3ccccc3n2C)n1	1%	-2%	7%	-11%	?	3%	3%	-9	0%	-5%	-16%
CCc1c(O)nc(SCC(=O)Nc2ccccc2OC)[nH]c1=O	1%	7%	-9%	1%	-2%	3%	-3%	-13	2%	-6%	2%
CCc1ccc(CNCc2cccnc2)cc1	-2%	0%	-1%	11%	?	-2%	2%	4	?	-2%	3%
COC(=O)c1ccc(NC(=O)CN2C(=O)c3ccccc3S2(=O)=O)cc1	3%	4%	1%	3%	10%	0%	-17%	3	4%	1%	7%
O=C(O)C/C(=C\c1ccc(N2CCOCC2)c([N+](=O)[O-])c1)c1nc2ccccc2s1	?	-15%	0%	10%	?	3%	-1%	-7	?	-6%	5%
CCN(c1ccc(NS(=O)(=O)c2cc(Cl)ccc2Cl)cc1)C(C)C	0%	0%[46.1 µM]	-4%	-27%	-2%	-9%	2%	10	?	-10%	0%
CCc1ccc(-n2nc3ccc(NC(=O)c4ccc5c(c4)OCO5)cc3n2)cc1	1%	2%	11%	-5%	?	.	10%	-6	9%	-1%	-2%
Cc1cccc(NC(=S)N(CCN2CCOCC2)Cc2ccccc2F)c1	-2%	-5%	0%	-4%	-8%	2%	2%	14	-6%	-3%	6%
CCc1noc(C)c1C(=O)N(C)CC(=O)Nc1ccccc1Br	-5%	-1%	-3%	-6%	20%	0%	6%	3	3%	-2%	5%
O=C(CSc1nncn1-c1ccccc1)Nc1ccccc1F	-1%	1%	3%	-11%	?	-2%	-14%	34	?	-3%	9%
CCc1ccc(OCCCC(=O)Nc2nccs2)cc1	0%	4%	3%	1%	11%	11%	-6%	-9	0%	0%	18%
CC(C)N=c1scc(-c2ccco2)n1/N=C/c1ccc(O)c(O)c1	2%	-2%	?	?	?	3%	16%	-43	?	-8%	1%
Cc1ccc(S(=O)(=O)N2CCN(C)CC2)cc1	-1%	-1%	9%	13%	-1%	0%	-3%	4	-3%	-3%	1%
CC/C(CC(=O)C(F)(F)F)=N\NC(=O)/C(C#N)=C/N(C)C	6%	8%	-7%	3%	1%	-3%	3%	-9	4%	-1%	-3%
c1ccc(Sc2nc(N3CCCCC3)nc(N3CCCCC3)n2)nc1	.	0%	.	-28%	.	.	-8%	.	.	-6%	23%
Cc1ccc(C(=O)NCCNC(=O)c2ccc(F)cc2)cn1	-3%	-3%	-1%	11%	1%	-5%	6%	-4	1%	-10%	6%
C/C(CC1CC(C)(C)OC1=O)=N/Nc1nc(-c2ccccc2)cs1 (stereo not drawn)	1%	1%[46.1 µM]	1%	-13%	-5%	1%	-3%	5	?	-1%	-4%
O=C(CCN1C(=O)C2C3C=CC(C3)C2C1=O)NCC1CCCO1 (stereo not drawn)	-1%	0%	-19%	4%	0%	-4%	1%	5	8%	-1%	-1%
O=C(NC1CCCc2ccccc21)C1CCN(c2c3c(nc4ncnn24)CCC3)CC1 (stereo not drawn)	0%	4%	5%	-16%[7.66 µM]	-22%	-12%	0%	-5	9%	-7%	-3%
COC(=O)N/N=C(\C)c1ccccc1OC(F)F	-4%	-5%	-3%	5%	0%	-1%	7%	-2	-1%	1%	-7%
SMILES	Tb PFK inh	TCR activator	Eya2 phos inh	Integrin act MD	ELG1 repair inh	A-T KAP1 phos	ASM inhibitor	TSHR antagonist	Chronic BCR inh	TSG101-PTAP inh	Mito fusion act
CCCOC(=O)c1ccc(NC(=O)CC(C)(C)C)cc1	0%	-4%	1%	-11%	?	-8%	-1%	-6	?	-2%	-3%
Cn1cc(C(=O)N2CCN(c3ccccn3)CC2)c(=O)c2cc(S(=O)(=O)N3CCOCC3)ccc21	0%	2%	5%	12%	-1%	-1%	0%	7	-1%	-2%	-6%
COc1cc(Cl)ccc1OCc1cc(C(=O)N(C)C2CCOC2)no1 (stereo not drawn)	1%	1%	8%	?	?	-1%	-2%	1	0%	-1%	1%
CCCn1c(-c2cccs2)nc2nc3ccccc3nc21	-4%	3%	-2%	-29%	?	4%	i	-6	7%	-12%	4%
CCC(CC)C(=O)Nc1nnc(S(=O)(=O)Nc2ccccc2C)s1	-18%	-2%	3%	8%	?	3%	-3%	-1	-1%	-2%	-20%
Cc1ccc(NC(=O)CSC2=C(C#N)C(c3ccco3)C3=C(CCCC3=O)N2)cc1 (stereo not drawn)	0%	-6%	14%	-23%	?	-2%	15%	7	?	-3%	7%
CCOc1ccc(C(C(=O)NCC2CCCO2)N(C(=O)c2snc(C(N)=O)c2N)c2ccc3c(c2)OCCO3)cc1 (stereo not drawn)	6%	-4%	-12%	-2%	3.3µM*	2%	91%[activator]	-7	?	-1%	4%
COc1cc(NC(=O)CSc2nc3ncnc(N)c3[nH]2)c(C(=O)O)cc1OC	0%	-3%	-13%	-6%	11%	-2%	0%	5	1%	-6%	-10%
CCCS(=O)(=O)N1CCCC(C(=O)NCCN(CC)CC)C1 (stereo not drawn)	-1%	0%	4%	10%	?	7%	3%	-4	-1%	-2%	0%
O=C(COC(=O)c1ccc(Sc2ccccc2)c([N+](=O)[O-])c1)NC1CCCc2ccccc21 (stereo not drawn)	-2%	-17%	-5%	-5%	18%	-1%	-2%	6	7%	-4%	2%
COc1ccc(C(=O)NC(=S)NCC2CCCO2)cc1 (stereo not drawn)	-1%	2%[46.1 µM]	-2%	-7%	?	2%	0%	3	8%	0%	-4%
S=c1nc[nH]c2c1[nH]c1ccc(Cl)cc12	-16%	-10%	-15%	15%	?	1%	4%	8	?	2%	2%
Cc1ccccc1C(=O)NCCn1cc(SCC(=O)NCC2CCCO2)c2ccccc21 (stereo not drawn)	3%	11%	-4%	17%	?	3%	1%	7	-1%	0%	-2%
COc1ccc(NCc2nnc(SCC(=O)Nc3cc(C)cc(C)c3)o2)cc1	13%	2%	8%	4%	-2%	-5%	-1%	.	-16%	-8%	4%
